CHRM5 agonist = human M5 muscarinic receptor agonists, primary screen, CHO-K1 cells, Fluo-8 calcium fluorescence; AID 624037, 2012; 360,000 tested, 0.19% active; Muscarinic acetylcholine receptor M5 (Homo sapiens), P08912; CHO-K1 hM5 cells; 0% DMSO wells, 100% maximal acetylcholine response; activation, % at 3 µM;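 active = activation above the run's mean over test compounds plus 3 SD, cut at about 23% in these data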;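 also: signal is peak over basal fluorescence ratio across the kinetic read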
Target sequence (P08912 whole entry, looked up): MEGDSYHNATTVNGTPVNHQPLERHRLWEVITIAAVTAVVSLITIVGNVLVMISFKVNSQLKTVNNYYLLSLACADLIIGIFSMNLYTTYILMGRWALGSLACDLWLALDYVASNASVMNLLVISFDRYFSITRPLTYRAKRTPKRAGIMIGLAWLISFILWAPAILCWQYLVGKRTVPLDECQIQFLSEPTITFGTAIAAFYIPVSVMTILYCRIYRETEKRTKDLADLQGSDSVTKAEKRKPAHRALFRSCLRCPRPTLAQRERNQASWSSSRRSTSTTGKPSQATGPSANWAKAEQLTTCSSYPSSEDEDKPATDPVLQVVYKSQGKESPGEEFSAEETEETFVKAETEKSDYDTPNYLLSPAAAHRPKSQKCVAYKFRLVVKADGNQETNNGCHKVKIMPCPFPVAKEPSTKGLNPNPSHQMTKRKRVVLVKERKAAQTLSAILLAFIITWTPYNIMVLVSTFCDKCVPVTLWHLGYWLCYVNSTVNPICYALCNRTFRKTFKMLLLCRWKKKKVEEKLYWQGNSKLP
M4 ag = human M4 muscarinic receptor agonists, primary screen, CHO-K1 cells, Fluo-8 calcium fluorescence. CHO-K1 hM4/Gqi5; vehicle 0%, full acetylcholine response 100%. activation, % at 3 µM. 360,000 tested, 0.14% active;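 active = activation above the run mean over all test wells plus 3 SD, cut at about 32% in these data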;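 also: peak over basal fluorescence ratio per well then scaled between controls; 0% = DMSO wells and 100% = acetylcholine at EC100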
Target sequence (P08173 whole entry, looked up): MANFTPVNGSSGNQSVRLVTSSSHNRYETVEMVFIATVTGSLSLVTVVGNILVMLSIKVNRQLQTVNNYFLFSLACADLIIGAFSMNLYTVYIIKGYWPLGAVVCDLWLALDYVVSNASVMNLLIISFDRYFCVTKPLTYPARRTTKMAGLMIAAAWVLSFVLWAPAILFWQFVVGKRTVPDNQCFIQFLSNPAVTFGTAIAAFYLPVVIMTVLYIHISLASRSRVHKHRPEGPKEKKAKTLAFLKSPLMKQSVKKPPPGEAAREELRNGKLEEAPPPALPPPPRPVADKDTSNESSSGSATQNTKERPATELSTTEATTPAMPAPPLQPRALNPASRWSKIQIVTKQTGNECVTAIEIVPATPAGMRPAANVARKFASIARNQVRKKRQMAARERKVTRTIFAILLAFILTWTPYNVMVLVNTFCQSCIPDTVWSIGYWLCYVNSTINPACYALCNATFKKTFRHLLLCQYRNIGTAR
CHRM5 PAM = human M5 muscarinic receptor positive allosteric modulators, primary screen, CHO-K1 cells, Fluo-8 calcium fluorescence | Muscarinic acetylcholine receptor M5 (Homo sapiens), P08912 | 360,000 tested, 0.3% active | activation, % at 3 µM | AID 624038, 2012 | CHO-K1 hM5, ACh EC20 PAM; 0% = ACh EC20, 100% = ACh EC100;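 active = activation above the run cutoff, the mean activation of all test compounds plus 3 SD, cut at about 18% in these data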
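Assay system: CHO-K1 hM5 cells. Also added: acetylcholine at EC20 concentration, added after compound. Dosing: 3 µM, single dose. Times: compound preincubation 140 s before EC20 acetylcholine addition. Signal: Fluo-8 calcium fluorescence. Measure: % activation relative to EC20 and EC100 ACh responses. Repeats: singlicate, one well per test compound.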
M1 ag parental = counter-screen for M1 agonists: effect in parental CHO-K1 cells; Fluo-8 calcium fluorescence; scaled to maximal ATP response, vehicle zero; activation, % at 3 µM; 360,000 tested, 0.48% active; in the data active = activation above about 15%;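 also: untransfected CHO-K1 host cells lacking M1 receptor as counterscreen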
CHO-K1 Ca PAM = nonselective calcium activators in parental CHO-K1 cells, primary screen, counter-screen for M1 PAM project, cell-based, Fluo-8 calcium fluorescence, full deck, 1536-well | 360,000 tested, 0.02% active | activation, % at 3 µM | AID 602247, 2012 | ATP EC20; 0% at ATP EC20, 100% at ATP max;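 active = activation above the run cutoff, the mean activation of all test compounds plus 3 SD, cut at about 40% in these data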;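 also: peak over basal fluorescence ratio in a 140 s read after ATP addition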
CHRM4 PAM = human M4 muscarinic receptor positive allosteric modulators, primary screen, CHO-K1 cells, Fluo-8 calcium fluorescence | Muscarinic acetylcholine receptor M4 (Homo sapiens), P08173 | activation, % at 3 µM | 360,000 tested, 0.4% active | CHO-K1 hM4/Gqi5, ACh EC20; 0% = ACh EC20, 100% = maximal ACh;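 active = activation above its plate's cutoff, the mean activation of sample wells plus 3 SD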; also: some results filed as inactive read as strong as hits
CHRM4 antagonist = human M4 muscarinic receptor antagonists, primary screen, CHO cells, Fluo-8 calcium fluorescence | Muscarinic acetylcholine receptor M4 (Homo sapiens), P08173 | CHO-hM4 cells, ACh EC80 | inhibition, % at 3 µM | 360,000 tested, 0.73% active;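 active = inhibition above its plate's cutoff, the mean inhibition of sample wells plus 3 SD, cut at about 27% in these data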;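 also: 0% = acetylcholine EC80 with DMSO and 100% = DMSO without agonist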
M5 antag = human M5 muscarinic receptor antagonists, primary screen, CHO cells, Fluo-8 calcium fluorescence | 360,000 tested, 0.59% active | inhibition, % at 3 µM | CHO-hM5 cells, ACh EC80;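 active = inhibition above a per-plate cutoff, the mean of that plate's test compounds plus 3 SD, cut at about 27% in these data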;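 also: 0% = acetylcholine EC80 with DMSO and 100% = DMSO without agonist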
CHO-K1 Ca antag = counter-screen for M1 antagonists: effect in parental CHO-K1 cells; inhibition, % at 3 µM; AID 602250; 360,000 tested, 0.6% active; ATP-induced calcium, Fluo-8 fluorescence;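 active = inhibition above a per-plate cutoff, the plate's mean sample inhibition plus 3 SD, cut at about 24% in these data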;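 also: 0% = DMSO plus EC80 ATP and 100% = DMSO alone without ATP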
* = called active by the depositor.

Results follow in this order: CHO-K1 Ca antag, M1 ag parental, CHRM5 agonist, CHRM4 antagonist, CHO-K1 Ca PAM, M4 ag, CHRM5 PAM, CHRM4 PAM, M5 antag
> Cc1ccc(C)c(N(CC(=O)N2CCCC2)S(C)(=O)=O)c1
  2.1, 0.3, -1.5, 3.1, -6.0, 0.4, 0.0, -2.6, 4.2
> Cc1cccc(N(CC(=O)NC2CCCC2)C(=O)CNC(=O)c2ccco2)c1C
  -10.1, 0.2, -1.4, -1.9, 6.9, 0.7, -2.5, -1.7, 13.7
> Cn1c(=O)[nH]c(=O)c2c1nc(N1CCN(CCO)CC1)n2Cc1ccccc1Cl
  -7.8, 0.2, -3.2, 8.0, 14.9, -0.2, 2.1, -1.6, 2.2
> COc1cccc(/C=N\NC(C)=O)c1OC/C=C/c1ccccc1
  -4.1, 0.5, -1.1, 3.1, 12.6, 0.6, 7.0, -1.8, 1.0
> c1ccc(COc2ccccc2CNC2CCCC2)cc1
  -8.7, 2.0, -5.1, 6.8, 9.9, 1.3, -7.0, -5.8, -0.8
> COc1ccc(CCNC(=O)CN2CCN(Cc3ccc(F)cc3)C2=O)cc1OC
  1.8, 0.1, 1.5, -7.3, 14.8, 0.7, -4.4, -4.1, 3.0
> C/C(=N/NC(=O)CNC(=O)COc1cccc(C)c1)c1ccc(Cl)cc1
  -10.6, 0.5, 1.3, -1.6, 16.5, 0.3, -3.6, -0.9, 0.6
> Nc1nc(Cn2nnc(-c3ccccc3F)n2)nc(N2CCOCC2)n1
  -10.2, 0.6, -3.4, 0.9, 20.9, 1.5, 4.1, 0.6, 1.8
> Cc1cc(C(=O)CSc2n[nH]c(N)n2)c(C)n1-c1ccccc1
  -5.2, 0.9, 5.0, 1.1, 22.5, 0.3, -3.3, 8.9, -1.7
> COc1ccccc1C(=O)Nc1nnc([C@@H]2C[C@H](O)[C@@H](CO)O2)s1
  5.4, -0.1, 1.2, -9.1, 17.1, 0.2, 1.4, 9.0, 5.4
> O=C(CSc1nnc(N2CCOCC2)n1-c1cccc(F)c1)N1CCN(c2ccccn2)CC1
  -19.1, 0.5, 0.6, 6.2, 15.4, 1.1, -0.8, 4.0, -7.7
> CCOC(=O)C1(CC2CCCCO2)CCN(Cc2cn[nH]c2-c2cccc(F)c2)CC1 (stereo unspecified)
  -12.1, 0.1, -0.1, -0.9, 21.5, 0.2, 0.4, -8.0, -2.4
> CC(=O)Nc1ccc(SCC(=O)Nc2ccc(Cl)cn2)cc1
  -13.0, 0.8, -3.2, -2.1, 0.1, 2.5, 6.6, 0.0, -0.6
> c1ccc(-c2ccccc2OCCOCCN2CCCCC2)cc1
  -5.8, 1.3, -4.7, 4.8, 15.8, 3.3, 1.5, -2.3, 1.4
> Cc1ccc2[nH]c3c(Cl)ncnc3c2c1
  -6.9, 0.0, -3.4, -0.7, -14.3, -0.1, 8.2, 1.2, -7.1
> COc1ccc(NC(=O)NC2CCCCCCC2)c(OC)c1
  3.8, -0.2, -5.9, -1.8, 14.8, 0.8, 0.5, 5.5, -8.3
> CCOC(=O)C1(Cc2cccc(Cl)c2)CCCN(C(=O)C(C)(C)C)C1 (stereo unspecified)
  -16.4, 1.6, 3.8, 0.8, 18.6, -1.2, 3.6, -8.4, -5.4
> C/C(CC(=O)NC1CCCCCC1)=N\NC(=O)c1cnccn1
  0.1, 0.5, -0.6, -3.0, 8.7, 0.9, 1.9, 3.0, -0.9
> O=C(Nc1ccc(F)cc1F)c1ccc(COc2c(F)c(F)cc(F)c2F)o1
  -14.2, 0.1, -4.7, -14.9, 9.2, -1.9, -2.3, 7.0, -3.8
> COC1CCN(C(=O)c2ccc3oc(C(C)C)nc3c2)CC1
  -21.0, 2.4, -1.1, 0.7, 25.5, 2.4, 6.4, 2.0, 5.8
> COc1ccccc1NC(=O)C/C(C)=N/NC(=O)C12CC3CC(CC(C3)C1)C2
  3.6, 0.5, 1.9, -7.1, 9.5, 0.2, 7.2, 7.3, 5.0
> CC(C)(C)c1ccc(OCCNC(=O)Cc2ccc(F)cc2)cc1
  26.9*, 4.2, -0.5, 2.8, -11.9, 4.1, -5.9, -4.8, 5.6
> COc1ccc(CNC(=O)/C=C/c2ccc(OCCCF)cc2)cc1
  -9.8, 2.9, -3.6, 3.5, 17.3, 2.1, -0.6, 16.2, -5.1
> Cc1cccc(S(=O)(=O)N(C)C[C@H]2OCc3cnnn3CCCC(=O)N([C@H](C)CO)C[C@H]2C)c1
  -5.8, 0.2, -0.6, 0.8, -0.1, 1.4, 5.6, 1.1, -4.0
> CCCNc1nc2c(c(=O)[nH]c(=O)n2C)n1Cc1cccc(Br)c1
  -7.6, 0.9, -5.1, -4.1, 13.1, 0.5, -1.8, 13.3, 4.1
> COc1cc(-c2ccccc2)nc(N)n1
  -14.3, 0.6, -1.7, -2.9, 20.5, 1.1, -0.9, 11.9, -9.3
> O=C(NC(=S)NCCN1CCOCC1)c1ccc(Cl)cc1
  13.9, 0.1, -1.3, -4.5, -10.6, 1.4, -6.1, 2.8, 7.3
> COc1cc(OC)cc(C(=O)NCCn2ccc3ccccc32)c1
  -4.4, 3.7, 1.9, -0.1, 20.2, 6.4, -5.3, -7.3, 2.5
> CCOc1ccccc1NC(=O)c1nnn(CC(=O)Nc2cc(C)cc(C)c2)c1N
  -9.4, 1.3, -2.6, -0.1, 14.2, 1.9, -2.8, 1.0, 12.1
> COc1cccc(NC2CC(=O)N(CCc3ccccc3)C2=O)c1 (stereo unspecified)
  3.4, 2.3, -1.1, -7.0, 6.0, 3.9, -0.4, 3.4, -0.6

Filtered by structure, those above with a furan ring, fused or not
Results follow in this order: CHO-K1 Ca antag, M1 ag parental, CHRM5 agonist, CHRM4 antagonist, CHO-K1 Ca PAM, M4 ag, CHRM5 PAM, CHRM4 PAM, M5 antag
> Cc1cccc(N(CC(=O)NC2CCCC2)C(=O)CNC(=O)c2ccco2)c1C
  -10.1, 0.2, -1.4, -1.9, 6.9, 0.7, -2.5, -1.7, 13.7
> O=C(Nc1ccc(F)cc1F)c1ccc(COc2c(F)c(F)cc(F)c2F)o1
  -14.2, 0.1, -4.7, -14.9, 9.2, -1.9, -2.3, 7.0, -3.8

(list continues)
Results follow in this order: CHO-K1 Ca antag, M1 ag parental, CHRM5 agonist, CHRM4 antagonist, CHO-K1 Ca PAM, M4 ag, CHRM5 PAM, CHRM4 PAM, M5 antag
> Cc1nc2cc3ccccc3cc2s1
  -17.2, -0.2, 2.8, -16.4, 14.7, 0.3, 11.3, 7.3, 2.4
> NC(=O)c1ccc(Cl)c2ccccc12
  -18.6, 1.0, -2.7, 1.5, -5.2, 1.6, 0.7, 2.2, 4.7
> Cc1cc(C)c(S(=O)(=O)NCCCn2ccnc2)cc1C
  -2.7, 0.5, -22.7, -2.0, 10.9, 1.4, -8.1, -4.0, -3.6
> Cn1c(C(=O)N2CCN(c3cccc(C(F)(F)F)c3)CC2)cc2sccc21
  1.8, 5.0, 0.6, -1.0, 7.3, 7.3, -7.9, -0.9, 5.4
> O=C(Nc1ccc2nsnc2c1)N1CCCCCC1
  -9.6, 0.9, -4.7, -3.1, 18.2, 0.8, 0.7, 4.0, -3.1
> COCCN(C(=O)CNC(=O)c1ccco1)C(C(=O)NC1CCCC1)c1ccc(OC)c(OC)c1 (stereo unspecified)
  -11.3, 0.1, -3.2, -3.4, 9.4, 1.4, -8.0, 1.4, 19.3
> COc1ccc(OC)c(Nc2nc(C)nc3c2oc2ccccc23)c1
  3.3, 0.7, -4.4, -0.5, 0.6, 0.7, -4.2, -4.7, 3.3
> COc1ccc2ccccc2c1CNC(C)CCc1ccccc1 (stereo unspecified)
  -14.2, 4.8, 0.4, 6.8, 9.6, 7.9, -9.7, -10.3, 6.9
> CNC(=O)C[C@H]1C(=O)N(c2ccc(OC)cc2)C[C@@H]1C
  1.2, -0.2, 0.2, -8.6, -2.1, 1.4, 0.2, 0.7, 0.9
> Cc1ccc(-n2ncc(C(=O)NCC3CCN(C4CCCC4)C3)c2C2CCN(C(=O)OC(C)(C)C)CC2)cc1C (stereo unspecified)
  -6.4, 0.9, -3.4, -13.9, -9.3, 1.4, 3.2, -1.0, -4.1
> COc1ccc(CN2CC(COCc3ccccc3)Oc3ccccc3S2(=O)=O)cc1 (stereo unspecified)
  -4.6, 2.6, 0.0, -10.3, -5.2, 2.5, -3.9, -5.5, -2.3
> Cc1ccc(NC(=O)NCCN2CCN(C(=O)Nc3ccc(C)cc3)CC2)cc1
  -9.5, -0.1, -2.4, 2.6, 5.2, 2.0, -4.0, -0.8, 14.1
> FC(F)(F)c1cc(Oc2ccccc2Cl)nc(-c2ccccn2)n1
  0.2, -0.2, -6.3, -2.7, 7.4, -3.6, 5.1, 7.4, -1.4
> O=C(CSc1ccc(-c2ccc(Cl)cc2)nn1)Nc1ccc2c(c1)OCCO2
  -2.3, 0.3, -2.5, 5.2, 23.6, -0.8, -0.4, -6.8, -1.9
> CCCCn1c(NC(=O)c2ccc(Br)o2)c(S(=O)(=O)c2ccccc2)c2nc3ccccc3nc21
  9.9, 1.8, 3.2, 5.5, -11.1, 8.6, -3.1, -1.4, -0.3
> O=C(Nc1ccc(N2CCOCC2)cc1N1CCOCC1)c1ccco1
  -5.1, 0.7, -0.9, -0.4, 20.7, 1.7, -5.4, -4.0, 1.4
> COc1ccc(-n2c(=S)[nH]c3cc(C(=O)O)ccc3c2=O)cc1
  -3.8, 0.4, -1.5, 3.2, 16.9, 0.4, 9.6, -1.8, -2.9
> CCOC(=O)CSc1n[nH]c(NC(C)=O)n1
  21.0, 0.2, -3.2, 5.2, 0.7, 0.3, 0.8, 3.3, 1.4
> FC(F)C(F)(F)Oc1cccc(Nc2nccn3c(-c4ccc5ccccc5c4)cnc23)c1
  -8.0, 0.5, 0.1, -6.5, 10.0, 1.0, -7.4, 5.0, 5.4
> Cc1onc(-c2ccccc2Cl)c1C(=O)N1CCc2ccccc21
  -18.1, 2.8, -3.9, -6.0, 18.4, 1.6, -6.2, 4.5, -3.5

Screening data (PubChem)
